TDP1 cell noCPT: qHTS for Inhibitors of human tyrosyl-DNA phosphodiesterase 1 (TDP1): qHTS in cells in absence of CPT; DT40 Tdp1-/- hTDP1 cells, no CPT, ATP luminescence, 48 h; AID 686978, 2013; Potency, µM (highest dose often 46.2 µM), without a hit: at the highest dose activity change, negative = growth inhibition, most hits filed as inhibitors; hit rate 15% among 420,000; further: nearly all actives have a fitted effect of over 55% in size
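Luminescent ATP content (CellTiter-Glo) served as the growth readout. Knockout chicken DT40 cells expressing human TDP1 were exposed to compounds without camptothecin for a minimum 48 hr at 37 °C.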
TDP1 cell CPT: DT40-hTDP1 cell growth loss with CPT. hit rate 12% among 420,000. chicken DT40 Tdp1-/-;hTDP1 cells + 20 nM CPT, ATP luminescence, 48 h. AID 686979. Potency, µM (titrated, usually from 46.2 µM), inactives show at the highest dose activity change, negative = growth inhibition, usual class: inhibitors; further: nearly all actives have a fitted effect of over 55% in size
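Chicken DT40 Tdp1-/- cells stably complemented with human TDP1 were seeded at 400 cells/well in medium containing 20 nM camptothecin, exposed to pin-transferred compounds, and grown at 37 °C for at least 48 hr. Viability was read as ATP luminescence.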
TDP1 inh: inhibitors of human tyrosyl-DNA phosphodiesterase TDP1 | Q9NUW8 | recombinant TDP1, AlphaScreen DNA substrate cleavage | Potency, µM (doses to about 130 µM), for inactives: top-dose activity change, negative = inhibition, most hits filed as inhibitors | hit rate 0.28% among 350,000 | AID 485290; further: nearly all actives have a fitted effect of over 40% in size
Target sequence (Q9NUW8 whole entry, looked up): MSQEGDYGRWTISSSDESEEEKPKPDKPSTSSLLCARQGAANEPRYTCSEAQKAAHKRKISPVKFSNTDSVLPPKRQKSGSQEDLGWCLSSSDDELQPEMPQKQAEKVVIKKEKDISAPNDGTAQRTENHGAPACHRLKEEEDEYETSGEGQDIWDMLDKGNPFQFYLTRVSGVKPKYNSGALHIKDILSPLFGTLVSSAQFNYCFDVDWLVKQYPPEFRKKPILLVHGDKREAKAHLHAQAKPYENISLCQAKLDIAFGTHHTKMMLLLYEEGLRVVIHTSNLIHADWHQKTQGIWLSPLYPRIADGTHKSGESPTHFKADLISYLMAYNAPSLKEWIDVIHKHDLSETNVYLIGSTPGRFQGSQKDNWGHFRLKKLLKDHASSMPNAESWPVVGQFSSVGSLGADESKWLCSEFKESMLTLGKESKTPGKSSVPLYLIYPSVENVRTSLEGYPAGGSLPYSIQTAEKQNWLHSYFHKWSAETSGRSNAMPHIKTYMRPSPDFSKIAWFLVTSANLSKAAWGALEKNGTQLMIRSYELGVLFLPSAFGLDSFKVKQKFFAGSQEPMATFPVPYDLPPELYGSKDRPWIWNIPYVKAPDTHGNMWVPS
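Tdp1 1 nM final; 15 min RT w/ cpd; substrate 15 nM, 5 min; beads 10 ug/ml, 10 min; AlphaScreen read. Neg ctrl: no enzyme.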
Starred values were filed as active, the others as inactive; ? = inconclusive; · = not tested or not shown; ! = repeats disagree; [ ] = another dose, or the depositor's remark. The call rests on the fitted dose curve; in most records, active means well fitted curve in the direction sought with a large enough effect; inconclusive means small, poorly fitted or top-dose-only effect, or another doubt; inactive means no such curve, though single readings can be large; an effect the other way counts as inactive or inconclusive. On the % scale 0 is the no-effect control and ±100 the full control effect; potency means the concentration at half of the fitted maximal effect.

SMILES | TDP1 cell noCPT | TDP1 cell CPT | TDP1 inh
O=C(NCc1ccccn1)c1ccc(CS(=O)(=O)Cc2ccc(Cl)cc2)o1 | -9% | 4% | 3%
N/C(=N\OC(=O)Cc1ccccc1)c1ccccc1Cl | 4% | ? | ·
Cc1ccc(S(=O)(=O)NCCC(=O)OC(C)C(=O)NC2CC2)cc1 (configuration not stated) | 4% | -14% | 13%
CCOc1ccc(C2NC(=O)C(C#N)=C(S)N2c2ccc(C)cc2)cc1OC (configuration not stated) | ? | ? | -1%
O=C(Nc1ccccc1F)c1cc(-c2ccco2)nc2ccccc12 | ? | ? | ·
COc1ccc(C(=O)CC(=O)C(=O)Nc2ccccc2Cl)cc1 | 10µM* | 13µM* | ·
Cc1ccc(-c2nc(CCNC(=O)C(=O)Nc3ccc(C)c(C)c3)cs2)cc1 | 1% | -9% | 0%
O=C(Nc1ccc2c(c1)OCCO2)c1ccc(Cl)c(S(=O)(=O)N2CCCCC2)c1 | ? | ? | 5%
O=C(CCCCn1c(=O)c2ccccc2n(Cc2ccccc2Cl)c1=O)NCc1ccc2c(c1)OCO2 | ? | ? | 3%
Cc1ccc(/C=C/C2=NN(Cc3ccccc3Cl)C(=O)CC2)cc1 | ? | ? | -7%
COc1ccc(N2CC(O)=C(c3nc(-c4ccc(F)cc4)cs3)C2=N)cc1OC | 18µM* | ? | 3%
CCCN(CCC)CCNC(=O)c1ccc2c(c1)NC(=O)C(CS(=O)(=O)Cc1cccc(Br)c1)N2 (configuration not stated) | -14% | -21% | 10%
Cc1ccc2nc(-c3ccco3)c(Cc3cccc(Cl)c3)n2c1 | ? | ? | ·
COc1ccc(S(=O)(=O)Nc2ccc3c(c2)OCO3)cc1C(=O)O | -10% | 5% | -1%
CCOC(=O)C1CCCN(C(=O)c2ccco2)C1 (configuration not stated) | 3% | 1% | 0%
COc1ccc(-n2ncc3c(Nc4cccc(C)c4)ncnc32)cc1 | -13% | -1% | 5%
CCOc1ccc(NC(=O)CN(C)C(=O)CN2C(=O)NC3(CCCC3)C2=O)cc1OCC | ? | -21% | -1%
COc1ccc(-c2onc(C)c2C)cc1S(=O)(=O)NCc1ccco1 | ? | ? | 3%
CC1(C)CC(=O)C=C(c2ccc(COC(=O)c3cccc(C(F)(F)F)c3)cc2)C1=O | ? | ? | ·
COc1ccc(NC(=O)CS(=O)(=O)Cc2nc(-c3ccc(C)cc3)oc2C)cc1 | -2% | -18% | 2%
CCN1C[C@@H]2[C@@H]3C(=O)N(Cc4ccccc4)C(=O)[C@@H]3[C@](C)(C1=O)N2C(=O)c1ccc(C(C)(C)C)cc1 | -28% | -20% | ·
COC(=O)C1CCN(C(=O)COC(=O)COc2ccc(C#N)cc2)CC1 | -2% | -1% | -5%
COc1ccccc1CNC(=O)c1ccc(Nc2nc3ccccc3n3nnnc23)cc1 | ? | ? | -2%[12.3 µM]
C/C(=N\OC(=O)c1ccccc1)c1cc(-c2ccc(Cl)cc2)no1 | ? | ? | 2%
Nn1c(Cc2cccc3ccccc23)n[nH]c1=S | -21% | -20% | 2%
S=C(Nc1ccc(Cl)cc1Cl)NC1CCN(Cc2ccccc2)CC1 | 16µM* | 21µM* | 2%
CCCN(C(=O)CCCSc1nc2ccccc2[nH]1)c1c(N)n(Cc2ccccc2)c(=O)[nH]c1=O | -11% | -8% | -7%
CC1C(=O)N(Cc2cn(CCC3OCCO3)nn2)CCS(=O)(=O)N1Cc1ccc(-c2ccc(Cl)cc2)cc1 (configuration not stated) | 7.3µM* | 3.7µM* | ·
Cc1ccc(CNC(=O)Nc2cccc(C)c2)cc1 | 0% | -9% | -2%
Cc1ccc(-c2nc3ncccc3o2)cc1NC(=O)C(C)(C)C | 9% | 10% | 1%
Cc1nn(-c2ccccc2)c(C)c1C(=O)OC(C)C(=O)Nc1ccc(C(N)=O)cc1 (configuration not stated) | -6% | 7% | 1%
O=C(Nc1ccccc1)Nc1ccc2ccccc2c1 | 18% | -7% | 4%
CCN(C(=O)COC(=O)CCC1CCCC1)c1c(N)n(Cc2ccccc2)c(=O)[nH]c1=O | -7% | -23% | -19%[0.505 µM]
O=S(=O)(N[C@@H]1C[C@H]2CC[C@@H]1C2)c1cccs1 | -12% | -13% | 7%
C/C(=N\N=c1/scc(C)n1Cc1ccco1)c1cccc([N+](=O)[O-])c1 | ? | ? | 6%
Cc1[nH]c(=O)[nH]c(=O)c1S(=O)(=O)N1CCCCC1 | -5% | 2% | ·
COc1ccc(Nc2nc(OC)nc(N3CCN(c4ccc(OC)cc4)CC3)n2)cc1 | ? | ? | 1%
COc1ccc(NC(=O)c2coc(=O)c3ccccc23)cc1OC | ? | -6% | 5%
N#Cc1ccc(CN2CC[C@@]3(CCCN(S(=O)(=O)c4ccccc4)C3)C2)cc1 | ? | ? | ·
CC1(C)Oc2ccc3ccc(=O)oc3c2/C(=C/NCCO)C1=O | -13% | -20% | 8%
CCOC(=O)c1nc2ccc(C)cc2c2c1C1CC(c3c(Cl)cccc31)N2C(=O)OCc1ccccc1 (configuration not stated) | 18µM* | 15µM* | ·
O=C(N[C@@H](Cc1ccccc1)C(=O)O)c1cccnc1 | -1% | 5% | 2%
O=C(COC(=O)c1cc(-c2cccs2)nn1-c1ccccc1)Nc1cccc([N+](=O)[O-])c1 | -30% | 3% | -5%
COc1c(C(=O)Nc2ccc(Cc3ccncc3)cc2)ccc2ccccc12 | 23µM* | ? | 8%
O=C(CCn1nnnc1CN1CCOCC1)N1CCC(c2ccccc2F)C1 (configuration not stated) | 12% | -15% | 4%
CCOc1ccc(CN(C)C(=O)c2cc3ccccc3o2)cc1OC | ? | ? | ·
CCOC(=O)c1c(CSc2ccccc2)n(C)c2cc(Br)c(OC)c(O)c12 | ? | ? | ·
Cc1ccc(N2C(=O)/C(=C\c3ccc(C(C)C)cc3)N=C2SC2CCOC2=O)cc1 (configuration not stated) | ? | ? | 3%
Nc1ccc(-c2nnn(Cc3ccccc3)n2)cc1 | -11% | -8% | ·
Cc1cc([N+](=O)[O-])nn1CC(=O)N1c2ccccc2CC1C (configuration not stated) | -30% | ? | 5%
O=C(CSc1nc2c([nH]c3ccccc32)c(=O)n1-c1cccc(Cl)c1)NCC1CCCO1 (configuration not stated) | -19% | -17% | 3%
O=C(O)CC(NC(=O)C12CC3CC(CC(C3)C1)C2)c1cc([N+](=O)[O-])ccc1Cl (configuration not stated) | 5% | -23% | 3%
COCc1c(C(=O)N/N=C/c2cccc3ccccc23)nnn1-c1nonc1N | -8% | -2% | 7%
CSc1ccc(NC(=O)N2CC=C(n3c(=O)[nH]c4ccccc43)CC2)cc1 | 8.2µM* | 8.2µM* | 5%
CN(C)c1ccc(S(=O)(=O)NCC(=O)N2CCN(c3ccccc3)CC2)cc1[N+](=O)[O-] | -3% | -3% | ·
CCOc1ccc(NC(=O)c2c(C)oc3nc(C)nc(N4CCCC4)c23)cc1 | -25% | -8% | 3%
COc1cccc(-c2ncc3ccccc3c2COC(=O)c2ccco2)c1 | ? | ? | 1%
O=C(CCc1ccccc1)NNC(=O)COc1ccc(Br)cc1 | -8% | 0% | -2%
O=C(N/N=C\c1cc(Br)c(Br)o1)C1COc2ccccc2O1 (configuration not stated) | ? | -8% | -3%
Cc1cc(Br)ccc1NC(=O)CN(C)C(=O)CN1C(=O)NC(C)(C2CC2)C1=O (configuration not stated) | -4% | -25% | 1%
New compounds follow
SMILES | TDP1 cell noCPT | TDP1 cell CPT | TDP1 inh
COCC(=O)N1CCC(Oc2ccc(C(=O)N3C[C@@H]4CCC[C@H]3C4)cc2)CC1 | -8% | 20% | ·
O=C(O)c1nc(Cl)c(Cl)c(N/N=C/c2ccccc2C(F)(F)F)c1Cl | -16% | -24% | 7%
COc1cc(CNCc2ccc(OC)c3ccccc23)cc(OC)c1OC | 12µM* | 9.2µM* | 6%
Cc1ccc(OC(=O)CSc2nnc(CNC(=O)c3ccccc3)o2)cc1 | -9% | -6% | 11%
C[C@@H]1CCC[C@H](C)N1Cc1nc(Cc2ccccc2Cl)no1 | ? | 15µM* | 3%
CCOC(=O)c1c(C)[nH]c(C)c1S(=O)(=O)NCCN1CCN(c2cc(Cl)ccc2C)CC1 | 13µM* | ? | 8%
COc1ccc2cc(-c3cc(C(=O)OCC(=O)Nc4c(C)n(C)n(-c5ccccc5)c4=O)c4ccccc4n3)ccc2c1 | 10µM* | 13µM* | 8%
OC(COc1ccc2c(c1)CCC2)CN1CCN(c2ccccc2F)CC1 (configuration not stated) | -9% | -10% | -2%
Cc1noc2ncnc(Nc3ccc(F)cc3)c12 | -10% | 0% | ·
CC(C)/C(=N/Nc1ccccc1[N+](=O)[O-])c1ccccc1 | ? | ? | 12%
CC(=O)Nc1ccc(NC(=O)CSc2ccccn2)cc1 | 10% | -1% | 6%
COCCNC(=O)/C(C#N)=C/c1nc(N(C)C)n(-c2ccc(F)cc2)c1Cl | ? | ? | -10%
COc1ccc([N+](=O)[O-])cc1NC(=O)c1cn(-c2ccc(Cl)cc2)c(=O)c2ccccc12 | -21% | -14% | 1%
COc1ccc(NC(=O)CCSc2ccc3ccccc3n2)cc1 | -16% | -10% | 1%
Cc1c(C(=S)Nc2ccccc2)cnn1-c1ccc([N+](=O)[O-])cc1 | ? | 16µM* | 8%
CCN(CC)CCCCCCCCOC(=O)c1cc(OC)c(OC)c(OC)c1 | 22µM*! | ? | 10%[56.1 µM]
Cc1cc2cc(CN(CC3CCCO3)C(=O)c3cnccn3)c(=O)[nH]c2cc1C (configuration not stated) | -30% | 1% | -2%
O=C(CN1CCN(c2ccccn2)CC1)N1c2ccccc2CCc2ccccc21 | -77% | ? | -2%
CCOCCCNC(=O)/C(C#N)=C/c1ccc(-c2ccc(S(=O)(=O)N3CCOCC3)cc2)o1 | 8.2µM* | 12µM* | 3%
CCC(C(=O)Nc1nc(C)cs1)c1ccccc1 (configuration not stated) | ? | ? | 2%
NC(=O)c1cc(S(=O)(=O)Nc2ccc(OC(F)(F)F)cc2)cs1 | ? | ? | ·
O=C(CSc1ncnc2c1nnn2-c1ccc(F)cc1)NCc1ccco1 | 15µM* | ? | 1%
O=C(c1ccco1)N1CCN(C2CC(=O)N(c3ccc(F)c(Cl)c3)C2=O)CC1 (configuration not stated) | ? | -16% | ·
CCOC(=O)c1cc(-c2ccc(C)o2)nn1CCC#N | 7% | 6% | 6%
CCOc1ccc(Br)cc1-c1noc(-c2cccs2)n1 | -18% | 4% | 3%
Cc1ccc(NC(=O)c2oc3ccccc3c2COC(C)C)cc1S(=O)(=O)N1CCOCC1 | 23µM* | 18µM* | 0%
O=C(Nc1cccc([N+](=O)[O-])c1)C1C2CC/C=C\CCC21 (configuration not stated) | 18µM* | -28% | 0%
Cc1[nH]c2ccccc2c1CCN(Cc1cccnc1)C(=S)Nc1ccc(F)cc1 | 16µM* | 16µM* | 2%
CCC1(CC)C(=O)C(C)(C)C(=O)OC1c1ccccn1 (configuration not stated) | ? | ? | 2%
CC(CCC(C)[n+]1cccc(C#N)c1)[n+]1cccc(C#N)c1 (configuration not stated) | -23% | -8% | ·
COc1ccc(NC(C)=O)cc1S(=O)(=O)NCc1ccc2c(c1)OCO2 | -17% | -10% | ·

Among those listed so far, twelve have fluorine.
SMILES | TDP1 cell noCPT | TDP1 cell CPT | TDP1 inh
O=C(Nc1ccccc1F)c1cc(-c2ccco2)nc2ccccc12 | ? | ? | ·
COc1ccc(N2CC(O)=C(c3nc(-c4ccc(F)cc4)cs3)C2=N)cc1OC | 18µM* | ? | 3%
CC1(C)CC(=O)C=C(c2ccc(COC(=O)c3cccc(C(F)(F)F)c3)cc2)C1=O | ? | ? | ·
O=C(CCn1nnnc1CN1CCOCC1)N1CCC(c2ccccc2F)C1 (configuration not stated) | 12% | -15% | 4%
O=C(O)c1nc(Cl)c(Cl)c(N/N=C/c2ccccc2C(F)(F)F)c1Cl | -16% | -24% | 7%
OC(COc1ccc2c(c1)CCC2)CN1CCN(c2ccccc2F)CC1 (configuration not stated) | -9% | -10% | -2%
Cc1noc2ncnc(Nc3ccc(F)cc3)c12 | -10% | 0% | ·
COCCNC(=O)/C(C#N)=C/c1nc(N(C)C)n(-c2ccc(F)cc2)c1Cl | ? | ? | -10%
NC(=O)c1cc(S(=O)(=O)Nc2ccc(OC(F)(F)F)cc2)cs1 | ? | ? | ·
O=C(CSc1ncnc2c1nnn2-c1ccc(F)cc1)NCc1ccco1 | 15µM* | ? | 1%
O=C(c1ccco1)N1CCN(C2CC(=O)N(c3ccc(F)c(Cl)c3)C2=O)CC1 (configuration not stated) | ? | -16% | ·
Cc1[nH]c2ccccc2c1CCN(Cc1cccnc1)C(=S)Nc1ccc(F)cc1 | 16µM* | 16µM* | 2%

Bioassay records as filed in PubChem.
